# Screening results (PubChem BioAssay)
# AmpC inh detg = AmpC beta-lactamase inhibition with detergent present; AmpC hydrolysis of nitrocefin, absorbance 480 nm, 0.01% Triton; Potency, µM (series often up to 114 µM), without a hit: at the top dose activity change, negative = inhibition, most hits filed as inhibitors; 370,000 tested, 0.041% active; AID 485294;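 also: potency is read from the fitted curve at half-maximal effect; 0% = no-compound wells and -100% = no-enzyme wells; nearly all actives have a fitted effect of over 25% in size; some results filed as inactive show a strong effect at the top dose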
# Target sequence (P00811 whole entry, looked up): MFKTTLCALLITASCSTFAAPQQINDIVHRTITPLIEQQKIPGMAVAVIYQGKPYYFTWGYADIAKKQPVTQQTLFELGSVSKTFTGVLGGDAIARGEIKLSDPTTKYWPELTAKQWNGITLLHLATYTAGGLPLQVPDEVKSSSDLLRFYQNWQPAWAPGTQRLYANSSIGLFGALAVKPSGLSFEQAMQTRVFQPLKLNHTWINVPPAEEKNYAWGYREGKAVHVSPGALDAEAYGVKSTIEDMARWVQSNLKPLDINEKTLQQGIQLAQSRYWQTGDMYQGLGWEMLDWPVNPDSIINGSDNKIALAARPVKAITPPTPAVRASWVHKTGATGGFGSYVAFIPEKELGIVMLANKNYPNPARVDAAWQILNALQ
#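 20 mM phosphate pH 7.0 + 0.01% (detergent screen) or 0.0001% Triton X-100; 5.3 nM AmpC reagent; cpd preinc 15 min RT; nitrocefin (800 uM stock) to start; A480 q20 s × 4 min; Activity was normalised to no-enzyme and no-compound control wells.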
# AMA1 RON2 block = disrupts binding of P. falciparum AMA1 to RON2. AlphaScreen AMA1-biotinylated RON2 peptide binding. Potency, µM (highest dose often 58.2 µM), for the others: at the highest dose activity change, negative = inhibition, actives largely listed as inhibitors. 360,000 tested, 0.2% active. AID 720542;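 also: potency is read from the fitted curve at half-maximal effect; 0% = vehicle wells and -100% = peptide control; nearly all actives have a fitted effect of over 45% in size; some results filed as inactive show a strong effect at the top dose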
#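 AMA1 (3D7) with his tag at 25 nM final met compounds first, then biotinylated RON2 peptide at 25 nM; detection used donor plus acceptor beads, 10 µg/mL apiece, read by AlphaScreen after 30 min at room temperature.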
# TbPYK inhibitor = blocks Trypanosoma brucei pyruvate kinase; 410,000 tested, 0.12% active; Q57TT1; Potency, µM (top dose mostly 76.8 µM), for the others: at the top dose activity, negative = inhibition, most hits filed as inhibitors; TbPYK enzyme, Kinase-Glo Plus ATP luminescence, 45 min; also: potency is read from the fitted curve at half-maximal effect; nearly all actives have a fitted effect of over 50% in size
#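 Screened from lowest to highest concentration, compounds were pinned into TbPYK/substrate mixtures, and ADP (130 uM final) was added. Plates sat at room temperature for 45 min prior to Kinase-Glo Plus detection by luminescence.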
# HCV inh = inhibitors of hepatitis C virus infection; 340,000 tested, 3.4% active; Huh7.5.1 HCVcc-Cre infection, luciferase reporter, 44 h; Potency, µM (titrated, usually from 41.8 µM), for inactives: at the highest dose activity change, negative = inhibition, actives largely listed as inhibitors; also: potency is read from the fitted curve at half-maximal effect
#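 Infectious HCVcc-Cre (~0.5 moi) was added to cells just after compound, with cells seeded 4 h earlier at 1,000 per well. Luciferase activity after 44 h culture reported infection; substrate was incubated 15 min at room temperature before reading.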
# AmpC inh no detg = AmpC beta-lactamase inhibition without detergent; P00811; AmpC nitrocefin hydrolysis, absorbance 480 nm, 0.0001% Triton; Potency, µM (doses to about 57.1 µM), without a hit: at the top dose activity change, negative = inhibition, usual class: inhibitors; 330,000 tested, 0.52% active; AID 485341;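 also: potency is read from the fitted curve at half-maximal effect; plate controls were no compound for no effect and no enzyme for full effect; nearly all actives have a fitted effect of over 20% in size; some results filed as inactive show a strong effect at the top dose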
#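 AmpC (5.3 nM in the dispensed reagent) in 20 mM phosphate pH 7.0 with 0.01% (detergent screen) or 0.0001% Triton X-100 was preincubated with compounds for 15 min at room temperature. Nitrocefin was then added from an 800 uM solution, and hydrolysis was followed at 480 nm.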
# LmPK inhibitor = LmPK (Leishmania mexicana) enzyme inhibition. Potency, µM (titrated, usually from 57.5 µM), for inactives: at the highest dose activity change, negative = inhibition, usual class: inhibitors. AID 1721. purified LmPK, Kinase-Glo ATP luminescence, 1 h. 290,000 tested, 0.37% active. Q27686; also: potency is read from the fitted curve at half-maximal effect
# Target sequence (Q27686 whole entry, looked up): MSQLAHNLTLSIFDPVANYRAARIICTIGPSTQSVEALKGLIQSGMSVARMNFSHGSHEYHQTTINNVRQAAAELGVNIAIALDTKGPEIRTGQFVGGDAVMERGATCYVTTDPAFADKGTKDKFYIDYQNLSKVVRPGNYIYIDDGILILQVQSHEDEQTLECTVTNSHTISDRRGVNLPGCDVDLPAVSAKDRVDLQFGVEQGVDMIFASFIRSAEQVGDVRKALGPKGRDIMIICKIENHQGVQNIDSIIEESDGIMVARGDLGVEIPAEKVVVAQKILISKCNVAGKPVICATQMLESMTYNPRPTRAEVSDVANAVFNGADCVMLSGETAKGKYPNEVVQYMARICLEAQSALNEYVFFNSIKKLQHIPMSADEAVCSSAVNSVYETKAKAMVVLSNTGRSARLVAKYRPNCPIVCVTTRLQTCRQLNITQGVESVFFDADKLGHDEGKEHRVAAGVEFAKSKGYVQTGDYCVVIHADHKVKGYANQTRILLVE
#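 ATP generated from ADP (0.1 mM) and PEP (0.5 mM) by 0.1 nM LmPK over 1 h at room temperature (pH 7.2 imidazole buffer) was detected by coupled luciferase luminescence. Values were normalized to uninhibited and no-enzyme wells.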
# HCMV inh = human cytomegalovirus inhibition | HFF cells, HCMV-luciferase reporter, 72 h; active compounds read low | activity change, negative = inhibition, % at 57.5 µM | 410,000 tested, 4.5% active | AID 1259415; in the data active = activity change below about -60%; inconclusive = no clear call, values can overlap the other calls; inactive = above about -39%
#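 Screen run at 2 compound doses on HFFs infected with reporter HCMV, MOI 1 PFU/cell. Luciferase activity from cell lysates at 72 h post infection gave inhibition relative to buffer-only and Salinomycin wells.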
# The depositor's hits bear a star; ? = inconclusive; . = not tested or not shown; & = joins results of further samples; [ ] = another dose, or the depositor's remark. Unless noted, calls follow the shape of the dose curve; as a rule, active = well fitted curve in the direction sought with a large enough effect; inconclusive = small, poorly fitted or top-dose-only effect, or another doubt; inactive = no such curve, though single readings can be large; an effect the other way counts as inactive or inconclusive. Unless noted, % is scaled to controls: 0 for no effect and ±100 for the full control effect.
# The first two records, to show the layout:
SMILES,AmpC inh detg,AMA1 RON2 block,TbPYK inhibitor,HCV inh,AmpC inh no detg,LmPK inhibitor,HCMV inh
O=C(COc1ccc(F)cc1Cl)N1CCN(C(=O)c2cccs2)CC1,.,4%[11.6 µM],14%,14%,6%,.,-4
CCOC(=O)CSc1nnc(CNC(=O)c2ccc(OC)c(OC)c2)n1C,-3%,-7%,-5%,5%,-6%,-3%,15

# Main list, from the start:
SMILES,AmpC inh detg,AMA1 RON2 block,TbPYK inhibitor,HCV inh,AmpC inh no detg,LmPK inhibitor,HCMV inh
O=C(COc1ccc(F)cc1Cl)N1CCN(C(=O)c2cccs2)CC1,.,4%[11.6 µM],14%,14%,6%,.,-4
CCOC(=O)CSc1nnc(CNC(=O)c2ccc(OC)c(OC)c2)n1C,-3%,-7%,-5%,5%,-6%,-3%,15
Cc1cc(-c2ccccc2N)n[nH]1,-3%,-15%,-4%,2%,-8%,-4%,26
COc1cc(OC)c(NS(=O)(=O)c2c(C(=O)N3CCC(C)CC3)c(C)n(C)c2C)cc1Cl,-7%,.,1%,.,.,.,12
Cc1cc(=O)oc2cc(OCC(=O)NCCc3nc4ccccc4[nH]3)ccc12,-12%,38%[activator],-14%,7%,0%,5%,-22
Cc1ccc(NC2=C(c3ccc(C(F)(F)F)cc3)C(=O)c3ccccc32)cc1F,-7%,.,-1%,.,.,.,-27
COC(=O)c1cn(Nc2ncc(C(F)(F)F)cc2Cl)c(=O)c2ccccc12,-2%,-2%,4%,?,-17%,12%,-21
O=C(NCCc1c[nH]c2ccccc12)c1cc2ccccc2oc1=O,-1%,-16%,2%,-7%,-33%,-23%,87
COc1ccc(N(C)C(=O)c2nn(-c3ccc(C)cc3)c(=O)n(C)c2=O)c(OC)c1,26%,.,2%,.,.,.,13
O=c1cc(CSc2ccccn2)[nH]c(=O)[nH]1,-6%,3%,-8%,6%,125%[activator],6%,6
O=C1N(Nc2ccccc2)C(c2ccc(Br)cc2)C12CCCC2 (configuration not stated),?,11%,.,3%,-27%,8%,-29
COc1cc(-c2n[nH]c(=S)n2-c2ccc(C)cc2)cc(OC)c1OC,-5%,62%[activator],8.9µM*,20%,-2%,9%,-5
COC(=O)c1[nH]c2cc(OC)ccc2c1NC(=O)CCN1CCN(c2ccccc2)CC1,-1%,-16%,15%,-12%,100%[activator],6%,-3
CCOC(=O)C1CCN(C(=O)COC(=O)COc2ccccc2OC)CC1,?,-2%,-7%,10%,34%,3%,43
COc1ccc(CCNS(=O)(=O)c2cc3c4c(c2)CC(=O)N4CCC3)cc1,-3%,-2%,-4%,-11%,2%,5%,30
O=[N+]([O-])c1ccccc1S(=O)(=O)NC1CCCC1,6%,1%,-1%,12%,-14%,-7%,29
CCOC(=O)[C@]12Cc3c(cc(OC)c(OC)c3OC)[C@H]1N(C(C)C)C(=O)c1cc(OC)ccc12,.,1%,-1%,.,.,.,-100*
Cc1csc(NC(=O)C2CCN(S(=O)(=O)c3ccccc3)CC2)n1,-9%,-1%,0%,?,-29%,.,?
O=c1cc(CSc2nnc(-c3ccccc3)o2)c2ccccc2[nH]1,-6%,10%,-3%,2%,-15%,2%,3
O=C(CSc1nc(O)c(C2CCCCC2)c(=O)[nH]1)N1CCOCC1,-5%,-10%,0%,15%,3%,0%,11
NNc1ccccc1C(F)(F)F,-8%,17%,0%,19%,-43%,2%,4
CCc1cccc(C)c1NS(=O)(=O)c1c(C)nc2sccn2c1=O,-10%&-13%,-7%,-11%&-7%,0%,-14%,2%,26&-7
C=CCNc1ncnc2c1cnn2-c1ccc(C)cc1C,?,-2%,3%,5%,-5%,12%,89
N#Cc1cccc(CSc2nnc(CCCO)n2-c2ccccc2)c1,-14%,12%,-12%,30%[activator],-6%,0%,8
CCOc1cc(N2CCOCC2)c(OCC)cc1NC(=O)COC(=O)c1cc(C)cc(C)c1,6%,-11%,-4%,-21%,-5%,0%,?
O=C(COc1ccccc1F)Nc1ccc(S(=O)(=O)N2CCCC2)cc1,7%,14%,-4%,-30%,-8%,.,2
Cc1ccc2nc(C3CCCN(C(=O)NCc4ccccc4)C3)[nH]c2c1 (configuration not stated),?,-12%,4%,-23%,-6%,6%,47
O=C(NCCc1nnc2ccc(SCC(=O)N3CCCC3)nn12)c1ccc(F)cc1,-17%,-8%,-3%,11%,-16%,1%,-5
c1ccc(-c2ccc3sccc3n2)cc1,.,2%,1%,-4%,.,.,22
C/C(Cl)=C\Cn1c(O)c(N=NC(N)=S)c2ccccc21,-3%,70%[activator],3%,-20%,-43%,6%,-18

# The list goes on, starting with the last four of the part before.
SMILES,AmpC inh detg,AMA1 RON2 block,TbPYK inhibitor,HCV inh,AmpC inh no detg,LmPK inhibitor,HCMV inh
Cc1ccc2nc(C3CCCN(C(=O)NCc4ccccc4)C3)[nH]c2c1 (configuration not stated),?,-12%,4%,-23%,-6%,6%,47
O=C(NCCc1nnc2ccc(SCC(=O)N3CCCC3)nn12)c1ccc(F)cc1,-17%,-8%,-3%,11%,-16%,1%,-5
c1ccc(-c2ccc3sccc3n2)cc1,.,2%,1%,-4%,.,.,22
C/C(Cl)=C\Cn1c(O)c(N=NC(N)=S)c2ccccc21,-3%,70%[activator],3%,-20%,-43%,6%,-18
COc1ccc2cc(C(=O)NCc3ccc4c(c3)CCN4C(=O)c3ccccc3)[nH]c2c1,9%,.,-5%,.,.,.,19
CCN1CCN(CCC(=O)Nc2cccc(C)c2)CC1,?,-5%,2%,6%,-3%,1%,30
Cc1ccc(NC(=O)C2CC3CCC2C3)c(Br)c1 (configuration not stated),-3%,-1%,0%,-5%,-15%,-1%,136
S=C1NCC(c2ccccc2)S1 (configuration not stated),.,0%,3%,8%,.,.,0
CC1(c2ccc3ccccc3c2)NC(=O)N(CC(=O)N2CCCC(C(F)(F)F)C2)C1=O (configuration not stated),-4%,-3%,-8%,-1%,92%[activator],.,-38
CNc1snc(C)c1C(=O)OC(C)C(=O)NCc1ccccc1 (configuration not stated),1%,-2%,2%,-9%,-4%,.,-25
O=C(Cc1cccc(NC(=O)C2CCN(S(=O)(=O)c3cccc([N+](=O)[O-])c3)CC2)c1)Nc1cccc(C(=O)N2CCCCC2)c1,.,-6%,-6%,?,.,.,16
S=C(NCCNC(=S)Nc1ccccc1)Nc1ccccc1,0%,26%,3%,4%,-16%,-2%,-6
CCS(=O)(=O)N1CCc2cc(C(=O)Nc3cc(Cl)ccc3C)ccc21,22%,.,1%,.,.,.,-28
Cc1ccc(C(=O)NCN2CCN(c3ccc(F)cc3)CC2)cc1,-4%,-5%,1%,10%,-14%,.,-24
CCCn1c2ccccc2c2nnc(SCC(=O)Nc3c(C)n(C)n(-c4ccccc4)c3=O)nc21,-13%,5%,0%,?,9%,-2%,-15
Cc1[nH]c2ccccc2c1C(C[N+](=O)[O-])c1cccs1 (configuration not stated),?,-9%,1%,-12%,-23%[11.4 µM],2%,-14
c1ccc2c(c1)nc1sccn12,-9%,0%,-1%,?,-12%,1%,-1
COc1ccc(C2CC(c3ccccc3)=NN2c2ccc(Cl)c(C(=O)O)c2)cc1 (configuration not stated),-5%,-17%,2%,19%,-16%,12%,10
O=C(NCCC1CCCCN1S(=O)(=O)c1ccccc1)C(=O)NC1CC1 (configuration not stated),-2%,12%,3%,1%,-17%,.,-31
COc1ccc(-n2c(-c3ccc(Br)cc3)c[n+]3c2CCc2ccccc2-3)cc1,-7%,-9%,-4%,?,18%,3%,-100*
CCCC(=O)NC(=S)Nc1cc(-c2nc3ncccc3o2)ccc1C,1%,-1%,4%,4%,-24%,3%,?
O=C1CC(c2ccccc2)n2nc(NC(=O)C3CCCO3)nc2N1 (configuration not stated),?,0%,-9%,0%,-17%,0%,3
CSC1=C(C#N)C(c2ccccc2Cl)C2=C(CCCC2=O)N1 (configuration not stated),-13%,.,.,.,-27%,9%,.
COC(=O)[C@]1(C)N[C@H](CN(C)S(=O)(=O)c2ccc(C)cc2)[C@@H]2C(=O)N(Cc3ccccc3)C(=O)[C@@H]21,.,0%,-1%,2%,-12%,.,-14
COC(=O)C(CCSC)NC(=O)c1cc2c(n(-c3ccc(C)cc3)c1=O)CC(C)(C)CC2=O (configuration not stated),-2%,.,1%,.,.,.,-11
CC12CC3(C)CC(C)(C1)CC(C(=O)NC1=NCCS1)(C2)C3,.,8%,1%,-11%,.,.,?
COc1ccc(NC(=O)C(=O)NCCC2CCCCN2S(=O)(=O)c2ccc(F)cc2)cc1 (configuration not stated),-20%,60%[activator],-20%,?,-3%,.,-28
CC(C)Nc1nc(Cl)nc(N(C#N)CN2C(=O)c3ccccc3C2=O)n1,-9%,-7%,1%,?,-40%,-1%,?
O=C(Nc1ccc2c(c1)nc1n2CCSC1)c1ccccc1,-9%,26%,-18%,-24%,-23%,16µM*,-8
CCN(C(=O)COC(=O)c1ccc(-n2c(C)ccc2C)cc1)c1c(N)n(Cc2ccccc2)c(=O)[nH]c1=O,.,-12%[11.6 µM],-6%,9%,.,.,0
CC(NC(=O)COC(=O)C1CCCCC1)c1ccccc1 (configuration not stated),.,-2%,-9%,15%,-1%,.,3
COc1cccc(C(=O)Nc2cccc(S(=O)(=O)NC3=NCCC3)c2)c1,2%,-5%,-1%,11%,-24%,.,-2
C=C(C)c1cccc(C(C)(C)NC(=O)N2CCCC(C(N)=O)C2)c1 (configuration not stated),-8%,-4%,-8%,8%,-4%,6%,-10

# Pulled one by one from above:
SMILES,AmpC inh detg,AMA1 RON2 block,TbPYK inhibitor,HCV inh,AmpC inh no detg,LmPK inhibitor,HCMV inh
O=C(Nc1ccc2c(c1)nc1n2CCSC1)c1ccccc1,-9%,26%,-18%,-24%,-23%,16µM*,-8
COc1cccc(C(=O)Nc2cccc(S(=O)(=O)NC3=NCCC3)c2)c1,2%,-5%,-1%,11%,-24%,.,-2
CC(C)Nc1nc(Cl)nc(N(C#N)CN2C(=O)c3ccccc3C2=O)n1,-9%,-7%,1%,?,-40%,-1%,?
